M1 ag parental: counter-screen for M1 agonists: effect in parental CHO-K1 cells. Fluo-8 calcium fluorescence; scaled to maximal ATP response, vehicle zero. activation, % at 3 µM. 360,000 tested, 0.48% active; in the data active means activation above about 15%;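 further: untransfected CHO-K1 host cells lacking M1 receptor as counterscreen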
TAAR1 agonist: human TAAR1 agonists, primary screen, Fluo-8 calcium fluorescence, CHO RD-HGA16 cells; Trace amine-associated receptor 1 (Homo sapiens), Q96RJ0; vehicle wells 0%, saturating PEA agonist 100%; activation, % at 3 µM; 360,000 tested, 0.99% active; AID 624467, 2012;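 active means activation above the mean activation of all test compounds in the run plus 3 SD, cut at about 38% in these data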
Target sequence (Q96RJ0 whole entry, looked up): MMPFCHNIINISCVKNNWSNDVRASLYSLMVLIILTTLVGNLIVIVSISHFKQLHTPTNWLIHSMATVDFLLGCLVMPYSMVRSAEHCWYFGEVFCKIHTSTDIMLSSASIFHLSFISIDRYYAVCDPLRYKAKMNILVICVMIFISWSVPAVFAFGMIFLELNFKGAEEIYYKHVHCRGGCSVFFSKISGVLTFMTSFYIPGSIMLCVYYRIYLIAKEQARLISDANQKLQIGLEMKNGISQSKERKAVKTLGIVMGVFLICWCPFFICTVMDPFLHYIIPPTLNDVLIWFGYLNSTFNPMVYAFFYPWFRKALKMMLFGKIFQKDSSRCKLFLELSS
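Signal – calcium-sensitive Fluo-8 signal, excitation 470-495, emission 515-575 nm · System – RD-HGA16 (CHO) cells co-expressing Gα16 and hTAAR1 · Incubation – 17-24 h seeding, 75 min 37 °C dye, 30 min RT · Compound dosing – 3 µM single concentration · Repeats – no replicates (n 1)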
OXTR potentiate: human OXTR potentiators, primary screen, fluorescence, CHO-OTR cells, Fluo-8 calcium; Fluo-8 calcium fluorescence, potentiator mode; 0% = oxytocin EC15, 100% = EC100; activation, % at 3 µM; AID 2445, 2010; Oxytocin receptor (Homo sapiens), P30559; 320,000 tested, 0.061% active;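 active means activation above that plate's cutoff, the mean activation of tested compounds plus 3 SD, cut at about 6.6% in these data, passing the limit was not always enough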;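 further: 100% uses oxytocin at 75 nM as the full agonist control; some results filed as inactive read as strong as hits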
Target sequence (P30559 whole entry, looked up): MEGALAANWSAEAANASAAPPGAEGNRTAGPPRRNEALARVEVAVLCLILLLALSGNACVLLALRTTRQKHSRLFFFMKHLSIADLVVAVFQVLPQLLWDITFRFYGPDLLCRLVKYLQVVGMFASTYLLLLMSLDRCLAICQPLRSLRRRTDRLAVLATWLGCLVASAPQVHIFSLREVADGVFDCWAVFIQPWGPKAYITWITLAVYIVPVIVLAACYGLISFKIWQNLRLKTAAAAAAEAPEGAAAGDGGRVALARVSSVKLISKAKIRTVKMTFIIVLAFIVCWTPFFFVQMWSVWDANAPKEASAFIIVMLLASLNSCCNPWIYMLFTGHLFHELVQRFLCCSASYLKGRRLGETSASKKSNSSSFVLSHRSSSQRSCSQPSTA
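Assay system: CHO-OTR cells, human receptor / Also added: oxytocin at about EC15, sub-maximal agonist stimulus / Dosing: single dose, 3.0 µM nominal final compound concentration / Incubation: 6 min pre-incubation, 100 s read / Technique: Fluo-8 calcium dye fluorescence / Read-out: % activation vs EC15 and EC100 oxytocin / Benchmarks: EC15 oxytocin low, 75 nM oxytocin high / Replicates: singlicate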
CHO-K1 Ca antag: nonselective inhibitor or artifact in parental CHO-K1 cells; ATP-induced calcium, Fluo-8 fluorescence; inhibition, % at 3 µM; 360,000 tested, 0.6% active;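 active means inhibition above a per-plate cutoff, the plate's mean sample inhibition plus 3 SD, cut at about 24% in these data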;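 further: 0% = DMSO plus EC80 ATP and 100% = DMSO alone without ATP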
CHO parental Ca: ATP-evoked calcium signal inhibitors, parental CHO, primary screen, counter-screen for OX1R antagonist project, cell-based, fluorescence, Fluo-8 calcium dye | parental CHO-K1, ATP-induced calcium, Fluo-8 fluorescence | inhibition, % at 5.6 µM | 330,000 tested, 0.63% active;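 active means inhibition above that plate's mean sample inhibition plus 3 SD, cut at about 26% in these data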;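 further: 0% = ATP-challenged DMSO wells and 100% = DMSO wells without ATP; some compounds past the cut are filed as inactive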
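Test system: untransfected parental CHO cell line. Compound: one dose, 5.6 µM nominal. Detection: intracellular calcium via Fluo-8 no-wash fluorescent dye. Measure: % inhibition. Benchmarks: ATP-challenged DMSO wells low, unchallenged DMSO wells high.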
CHO-K1 Ca PAM: nonselective calcium activators in parental CHO-K1 cells, primary screen, counter-screen for M1 PAM project, cell-based, Fluo-8 calcium fluorescence, full deck, 1536-well | ATP EC20; 0% at ATP EC20, 100% at ATP max | activation, % at 3 µM | 360,000 tested, 0.02% active;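 active means activation above the run cutoff, the mean activation of all test compounds plus 3 SD, cut at about 40% in these data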;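 further: peak over basal fluorescence ratio in a 140 s read after ATP addition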
CHRM1 agonist: human M1 muscarinic receptor agonists, primary screen, Fluo-8 calcium fluorescence, CHO-K1 cells, HTS; Muscarinic acetylcholine receptor M1 (Homo sapiens), P11229; CHO-K1 hM1, agonist mode; 0% DMSO, 100% acetylcholine EC100; activation, % at 3 µM; 360,000 tested, 0.33% active; AID 588814, 2011;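 active means activation above the run's mean compound activation plus 3 SD, cut at about 16% in these data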;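 further: peak over basal fluorescence ratio within a 140 s kinetic read after compound addition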
TAAR1 antag: human TAAR1 antagonists, primary screen, Fluo-8 calcium fluorescence, CHO RD-HGA16 cells. antagonist. Trace amine-associated receptor 1 (Homo sapiens), Q96RJ0. inhibition, % at 3 µM. 360,000 tested, 1.5% active;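 active means inhibition above a per-plate cutoff, the mean inhibition of test compounds on that plate plus 3 SD, cut at about 49% in these data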;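 further: 0% = DMSO plus EC80 beta-PEA response and 100% = DMSO alone without agonist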
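System: RD-HGA16 CHO cells with stable hTAAR1 and Gα16 | Probe or stimulus: EC80 β-phenethylamine stimulus | Dosing: 3 µM, single point | Times: Dye loading 75 min at 37 °C, then 30 min room temperature | Measured by: Fluo-8 calcium-sensitive fluorescence | Read-out basis: % inhibition of agonist calcium response | Replicates: n of 1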
M1 antag: human M1 muscarinic receptor antagonists, primary screen, CHO-K1 cells, Fluo-8 calcium fluorescence, 1536-well; Muscarinic acetylcholine receptor M1 (Homo sapiens), P11229; CHO-K1 hM1, ACh EC80 antagonist; inhibition, % at 3 µM; 360,000 tested, 1.3% active; AID 588852, 2011;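 active means percent inhibition above its own plate's cutoff, namely the mean of that plate's compound wells plus 3 SD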;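 further: peak over basal fluorescence ratio during 140 s after agonist addition; 0% = ACh EC80 plus DMSO and 100% = DMSO alone without agonist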
Active calls of the source: *; . = not tested or not shown.

SMILES	M1 ag parental	TAAR1 agonist	OXTR potentiate	CHO-K1 Ca antag	CHO parental Ca	CHO-K1 Ca PAM	CHRM1 agonist	TAAR1 antag	M1 antag
Cc1ccc(CNC(=O)Cc2cn(C)c3ccccc23)cc1	0.1	-0.9	-8.3	-1.9	-17.1	7.6	-5.3	-2.8	-4.3
Cc1ccc2c(C)c(C(=O)Nc3ccc(S(N)(=O)=O)cc3)oc2c1C	0.1	3.3	-1.3	-1.9	0.4	4.8	-4.2	9.4	3.1
CC1(C(=O)NCc2ccc3c(c2)OCO3)CCN1C(=O)Cc1cccs1 (stereo not drawn)	0.1	2.1	.	7.4	.	-5.0	-1.9	-2.8	-4.6
CCCSc1ncnc2[nH]ncc12	-0.1	0.7	.	1.9	.	1.0	-4.2	-12.0	-11.0
COc1ccccc1NC(=S)NC(=O)c1ccc(Cn2cc(Br)cn2)cc1	0.2	1.3	-8.4	-1.2	-2.6	10.6	-2.6	9.7	-14.2
CC(C)(C)c1ccc(C(=O)Nc2ccc(S(=O)(=O)Nc3cnc4ccccc4n3)cc2)cc1	0.5	1.2	-1.0	-19.7	-12.6	14.8	-1.3	-14.7	9.3
Nc1cccc(NC(=O)c2ccco2)c1	3.1	1.8	-3.6	-13.5	-5.0	19.8	-3.3	-10.1	-13.4
COc1cc(/C=N/N2CCN(C3c4ccccc4-c4ccccc43)CC2)cc(OC)c1OC	0.0	2.9	-4.8	-0.1	-2.5	-3.1	-4.0	-4.3	-7.1
CCCn1c2ccccc2c2cnn(CC(=O)NCCCN3CCCC(C)C3)c(=O)c21 (stereo not drawn)	0.8	2.1	-3.1	-25.0	-15.9	30.1	-5.4	-23.3	5.5
NC(=O)C1CCN(C(=O)CN(c2ccc3c(c2)OCCO3)S(=O)(=O)c2ccccc2)CC1	1.7	4.9	-6.8	-1.5	7.4	2.9	1.0	10.6	-15.2
COc1ccc(C(=O)c2coc3c2C(=O)C(=O)c2ccccc2-3)cc1	7.5	7.5	-10.3	-2.4	-20.6	10.4	0.8	16.7	14.2
Cc1ccc([N+](=O)[O-])cc1N/C=C/C(=O)c1ccco1	0.3	1.1	4.0	-10.8	-21.2	19.6	-4.1	-1.6	-0.6
CCOc1ccc(S(=O)(=O)N2CCC(C(=O)NCc3ccncc3)CC2)cc1	-0.2	0.3	-2.9	-1.0	0.9	-3.0	-3.5	-31.4	-7.7
Cc1ccc(-c2[nH]ncc2CNCCc2cnn(-c3ccccc3)c2)cc1C	4.7	3.4	-5.8	-9.4	-18.9	6.8	-0.5	-0.2	-5.7
O=C(NC1CCCC1)C(c1ccc(Cl)cc1)N1CCOCC1 (stereo not drawn)	-0.1	0.2	-3.7	1.9	-8.4	27.3	-3.3	-16.3	-19.1
CCOc1ccccc1N1CCN(C(=O)c2ccccc2OCc2c(C)noc2C)CC1	2.4	4.3	-2.3	-21.8	-18.6	10.9	-4.9	-5.9	-4.6
O=C(CSc1nc2[nH]ncc2c(=O)[nH]1)c1ccc(Cl)cc1	.	3.1	-2.5	.	0.8	.	.	-1.1	.
CCOC(=O)c1c(NC(=O)COC(=O)c2ccc(O)cc2)sc(C(=O)N(C)C)c1C	5.0	16.6	-12.0	-6.2	-25.1	4.8	-2.4	20.9	7.4
OC(COc1ccccc1)CN1CCC(Cc2ccccc2)CC1 (stereo not drawn)	0.5	2.6	-1.0	8.9	-9.0	-19.9	-10.9	-0.2	5.5
Cc1ccc2[nH]c(-c3cccc(N)c3)cc2c1	0.3	2.0	-0.4	-10.3	16.9	20.0	-3.8	-23.9	-16.2
Cc1ccc(S(=O)(=O)N2CCC(=O)N([C@H](COCc3cccc(Cl)c3)C(C)C)CC2)cc1	2.6	-1.8	.	-15.8	.	0.8	.	-19.1	.
N#Cc1c(-c2ccc(Cl)cc2)n(O)c2ccccc12	13.6	.	.	-4.8	.	5.6	2.5	.	11.0
COc1ccccc1/C=C/C=N\N1CCN(Cc2ccccc2Cl)CC1	0.4	1.1	-5.3	-7.7	-15.9	22.2	-7.9	-1.7	9.1
CCC(=O)c1ccc(OCC(=O)OCC(=O)Nc2ccc3c(c2)OCCO3)cc1	0.3	2.2	-5.5	3.8	-10.8	-2.3	0.3	1.7	16.9
Cc1sc2ncnc(NCCCO)c2c1C	-0.2	0.9	-6.5	7.2	-7.1	-7.6	0.3	-16.8	13.7
N=C1C(c2nc3ccccc3s2)=C(O)CN1NC(=O)c1ccc([N+](=O)[O-])cc1	5.9	7.9	.	4.0	.	17.4	-4.1	-1.5	-6.6
CCOc1cc(/C=C2\SC(=O)N=C2N)ccc1O	3.7	1.7	-9.9	-0.6	0.8	-0.9	-5.2	0.6	-8.7
CCCn1nnc(NC(=O)c2ccccc2Br)n1	0.5	-0.1	-5.0	-16.6	-6.9	16.3	-6.4	-2.6	-0.5
Cc1ccc(-c2ccc(/C=N/NC(=O)CN3CCOCC3)o2)cc1[N+](=O)[O-]	1.0	2.4	-4.2	-14.0	-11.9	9.8	-1.5	3.4	-4.1
O=C(COC(=O)c1cccc(Cl)c1Cl)NC1CCCCCC1	0.7	2.1	.	-10.3	.	15.8	-3.0	0.5	-2.6
Cc1ccccc1OCC1CNC(=O)O1 (stereo not drawn)	0.9	10.3	-7.9	0.4	0.7	6.8	-6.9	-5.2	-7.0
CCC(NC(=O)CCc1c(C)c2cc3c4c(oc3cc2oc1=O)CCCC4)C(=O)O (stereo not drawn)	5.0	-1.7	-7.9	0.8	-6.7	14.3	-6.3	-6.8	0.2
COc1cc(OC)cc(-c2c(-c3ccc(F)cc3)c3cc(-c4ccc(SC)cc4)ccc3n2C)c1	0.5	0.0	1.7	-7.4	9.1	8.3	-3.5	8.8	0.6
CCC(=O)N(Cc1cc2ccccc2[nH]c1=O)C(C)C	0.1	3.9	-9.1	-11.6	-2.1	13.5	-2.5	-12.1	-12.8
CCOc1ccccc1CNS(=O)(=O)c1ccc2c(c1)oc(=O)n2C	0.6	1.3	-9.2	0.0	2.6	8.6	0.0	1.7	-4.5
CC(C)CC(=O)NC(=S)N1CCN(c2ccc([N+](=O)[O-])cc2Cl)CC1	0.1	1.7	-14.4	9.5	-18.8	-7.7	-8.4	8.4	-11.8
COc1cc(OC)cc(C(=O)NCc2cccnc2)c1	0.4	8.1	-6.0	3.5	-16.9	-5.8	-2.4	6.4	11.9
O=C(NCC(c1ccccc1Cl)N1CCCC1)c1ccc(N2CCCC2=O)cc1 (stereo not drawn)	0.0	2.0	.	-5.0	.	-0.9	-8.4	-36.4	55.7*
Cn1c(SCC(=O)Nc2ccc(F)cc2F)nnc1-c1cccnc1	-0.3	1.5	-2.5	13.6	-4.8	-14.5	0.1	-29.9	-1.6
Oc1ccccc1/C=N/Nc1cc(N2CCCC2)nc(N2CCCC2)n1	0.5	11.5	-2.5	-5.8	-4.1	8.2	-9.5	-4.6	5.5

Retrieved one by one from the entries so far:
SMILES	M1 ag parental	TAAR1 agonist	OXTR potentiate	CHO-K1 Ca antag	CHO parental Ca	CHO-K1 Ca PAM	CHRM1 agonist	TAAR1 antag	M1 antag
CCOc1ccccc1CNS(=O)(=O)c1ccc2c(c1)oc(=O)n2C	0.6	1.3	-9.2	0.0	2.6	8.6	0.0	1.7	-4.5
NC(=O)C1CCN(C(=O)CN(c2ccc3c(c2)OCCO3)S(=O)(=O)c2ccccc2)CC1	1.7	4.9	-6.8	-1.5	7.4	2.9	1.0	10.6	-15.2

Next part.
SMILES	M1 ag parental	TAAR1 agonist	OXTR potentiate	CHO-K1 Ca antag	CHO parental Ca	CHO-K1 Ca PAM	CHRM1 agonist	TAAR1 antag	M1 antag
O=C(NC1CCN(C(=O)Nc2ccccc2)CC1)C1CCCCC1	0.3	3.8	-6.0	-11.6	-6.1	-7.5	-3.7	-8.7	-10.5
CCN(CC)CCN(Cc1cc2ccc(C)cc2[nH]c1=O)C(=S)Nc1ccccc1C(=O)OC	0.1	0.5	-9.0	4.0	-14.4	-5.4	-13.4	-38.8	6.0
COC(=O)c1c(C)[nH]c(C(C)=O)c1C	0.6	-0.6	-10.9	-15.9	3.2	22.0	-0.9	-1.2	-19.6
CCS(=O)(=O)c1ccc(O)c(NC(=O)c2cc(OC)c(OC)c(OC)c2)c1	0.1	13.6	-0.6	-3.3	-11.1	9.6	-2.6	1.6	-6.2
COC(=O)Nc1ccc2c(c1)N(C(=O)CCCl)c1ccccc1S2	2.0	.	.	-11.9	.	8.0	-4.8	.	-11.7
CCOc1cc(N2CCOCC2)c(OCC)cc1NC(=O)c1cnccn1	0.7	4.0	-5.8	-0.3	-17.1	8.4	4.8	-17.4	-11.0
O=C(COC(=O)Cc1ccc(-c2ccccc2)cc1)NCc1ccc(F)cc1	2.3	-1.2	-6.1	-11.4	-6.4	16.9	-6.1	-5.4	-3.6
CCOC(=O)/C(C#N)=C/c1cn(CCOc2ccccc2)c2ccccc12	1.7	4.0	3.2	12.6	-23.2	-11.0	-9.0	3.9	-5.4
CC12CCC(C1)C(C)(C)C2NS(=O)(=O)c1ccc(F)cc1 (stereo not drawn)	-1.0	33.8	-9.1	-14.5	-35.2	-12.0	-7.6	-22.1	-1.9
CCOC(=O)CCc1c(C)n(CC)c2cc(-c3ccccc3OC)nn2c1=O	-0.9	5.9	0.0	2.3	-22.4	-5.0	0.4	-0.5	-13.0
COc1ccc2[nH]c3nc(SCC(=O)NC4CC4)nnc3c2c1	4.8	1.6	-0.4	4.5	-7.9	3.4	-12.6	-4.4	3.0
Cc1ccc(-c2nc(C)sc2CC(=O)OCC(=O)Nc2ccc(F)c(Cl)c2)cc1	3.5	-1.0	-12.0	-12.7	-16.8	18.7	-3.8	-7.8	-7.4
COc1cccc(CNC(=O)Cc2csc(NC(=O)Nc3ccccc3OC)n2)c1	6.2	11.4	-6.5	7.0	-14.4	2.3	-1.4	49.6*	8.0
Cc1nnc(NC(=O)CSc2nnc(Cc3ccccc3)n2-c2ccccc2)s1	0.5	-3.5	3.3	1.0	-9.6	12.4	-1.5	-6.9	-12.8
O=C(N/N=C/c1c[nH]c2ccc(Br)cc12)c1ccc2c(c1)OCO2	2.4	2.0	-4.4	-5.9	-9.2	-13.2	-1.2	6.1	12.2

Compounds were not picked by outcome (roughly 4.2% active in at least one column).
